# Bioassay records deposited in PubChem by several laboratories.
# Hck Nef HTS: inhibitors of human Hck kinase activated by Nef; P08631; Recombinant Hck-YEEI plus Nef, Z-Lyte FRET kinase assay; inhibition, % at 20 µM; hit rate 0.68% among 220,000; AID 463187;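 active means Hck-Nef kinase inhibition above about 50%, limit read from the data; inactive means inhibition below that limit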;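 further: 0% = DMSO with Hck plus Nef and 100% = Hck alone without Nef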
# Runt-CBFb FRET: inhibitors of human RUNX1 Runt domain binding to CBFb. hit rate 0.46% among 220,000. Cerulean-Runt/Venus-CBFb FRET ratio 530/480, 1 h. inhibition, % at 20 µM;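 active means inhibition over about 50% at 20 µM in the single-dose screen, limit read from the data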;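 further: 0% = DMSO wells and 100% = excess unlabeled CBFb competitor control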
# Target sequence (Q01196 whole entry, looked up, the tested form may be a part): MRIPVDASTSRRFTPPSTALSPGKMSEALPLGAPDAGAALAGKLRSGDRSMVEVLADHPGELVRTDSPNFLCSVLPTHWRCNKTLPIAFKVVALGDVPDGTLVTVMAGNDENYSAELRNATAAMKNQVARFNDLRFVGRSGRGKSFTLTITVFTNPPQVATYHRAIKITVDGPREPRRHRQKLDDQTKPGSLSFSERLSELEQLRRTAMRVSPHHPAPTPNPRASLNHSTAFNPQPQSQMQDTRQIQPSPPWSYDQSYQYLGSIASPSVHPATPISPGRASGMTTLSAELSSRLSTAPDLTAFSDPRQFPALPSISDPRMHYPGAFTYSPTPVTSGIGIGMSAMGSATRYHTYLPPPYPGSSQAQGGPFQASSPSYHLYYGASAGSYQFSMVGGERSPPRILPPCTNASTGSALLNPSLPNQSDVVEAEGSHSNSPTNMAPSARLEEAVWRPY
# Target sequence (Q13951 whole entry, looked up, the tested form may be a part): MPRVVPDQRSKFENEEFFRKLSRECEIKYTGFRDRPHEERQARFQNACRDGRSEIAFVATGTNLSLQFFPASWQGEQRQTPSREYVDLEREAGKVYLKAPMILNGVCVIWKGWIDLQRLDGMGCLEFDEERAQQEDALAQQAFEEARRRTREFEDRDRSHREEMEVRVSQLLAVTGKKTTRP
#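 Measured by: fluorescence energy transfer, 422 nm excitation, 530/480 nm emission; Assay system: Cerulean-Runt domain; Medium: Tris pH 7.5 buffer with BSA; Measure: loss of energy transfer signal; Controls: 5 µM unlabeled CBFb as full-inhibition high control; Incubation: protein complex preformed 1 h, compound exposure 1 h, room temperature, dark.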
# L929 necroptosis: L929 zVAD cell death inhibition. hit rate 0.38% among 220,000. AID 1377. viability rescue, % at 10 µM. L929 zVAD necroptosis rescue, ATP luminescence, 24 h; with zVAD 60 µM;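 active means activation, scaled between plate controls, above about 75%, limit read from the data; inactive means activation under that limit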;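 further: 0% = zVAD with DMSO and 100% = DMSO alone without zVAD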
# PGE2 EP2 inh: EP2 receptor (human) inhibition. P43116. C6 glioma cells expressing human EP2, cAMP TR-FRET; cells stimulated with saturating PGE2. inhibition, % at 25 µM. hit rate 0.52% among 260,000. AID 1422;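 active means percent inhibition above 40 after rounding to a whole number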;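 further: rat C6 glioma host cells with rolipram phosphodiesterase inhibitor present; the protocol text gives 20 µM as final concentration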
# Target sequence (P43116 whole entry, looked up): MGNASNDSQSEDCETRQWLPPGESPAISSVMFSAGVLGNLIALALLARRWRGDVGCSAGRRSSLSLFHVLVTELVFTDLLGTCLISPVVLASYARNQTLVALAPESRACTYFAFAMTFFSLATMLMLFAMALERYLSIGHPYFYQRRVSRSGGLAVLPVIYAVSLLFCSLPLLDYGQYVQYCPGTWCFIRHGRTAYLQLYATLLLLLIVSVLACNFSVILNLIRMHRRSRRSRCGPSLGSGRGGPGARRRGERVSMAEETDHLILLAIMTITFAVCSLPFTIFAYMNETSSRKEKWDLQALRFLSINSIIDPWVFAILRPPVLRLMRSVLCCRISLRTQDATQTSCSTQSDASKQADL
# Runt-SMMHC FRET: blocks binding of human RUNX1 Runt domain to CBFb-SMMHC; Cerulean-Runt/Venus-CBFb-SMMHC FRET ratio 530/480, 1 h; AID 1434; Q01196+Q13951; inhibition, % at 20 µM; hit rate 0.74% among 220,000;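 active means mean inhibition across duplicate retests at 20 µM reaching about 50%, limit read from the data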;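 further: 0% = DMSO wells and 100% = wells with excess untagged CBFb-SMMHC; inhibitors lower the FRET ratio by blocking Runt binding to CBFb-SMMHC; some results filed as inactive read as strong as hits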
# PERK inh: human PERK inhibition, primary cell-based screen. Q9NZJ5. CHO PERK-DD fusion, SEAP luminescence translation reporter. inhibition, % at 5.6 µM. hit rate 0.17% among 220,000. AID 1416;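 active means inhibition above the mean inhibition of all tested compounds plus 3 SD, set separately per screening campaign, cut at about 2.9% in these data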;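 further: PERK kinase domain activated by AP20187 dimerizer at 100 nM; 0% = DMSO with dimerizer and 100% = rapamycin at 8.4 µM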
# EP2 mod: modulates human prostaglandin E2 receptor EP2 signaling; hit rate 0.83% among 260,000; EP2-expressing cells, cAMP HTRF FRET, PGE2 co-stimulation; induction, % at 25 µM;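 active means compounds whose cAMP rise, as percent of the full-agonist control response, exceeds 60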;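 further: rat C6 glioma line stably carrying human EP2 under a CMV promoter; the protocol text gives 20 µM as final concentration; 100% = response of wells given 1 µM PGE2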
# RBBP9 inh: blocks human serine hydrolase RBBP9; recombinant RBBP9, FP-Rh probe fluorescence polarization; inhibition, % at 7.94 µM; O75884; hit rate 0.2% among 220,000;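 active means inhibition above the campaign mean of all tested compounds plus 3 SD, cut at about 14% in these data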;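 further: plate controls were DMSO wells with RBBP9 for no effect and wells lacking RBBP9 protein for full effect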
#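 System: RBBP9 protein / Buffer or medium: Tris/NaCl buffer pH 8.0 with 0.1% Pluronic / Probe or stimulus: Serine-hydrolase probe FP-Rh, 375 nM pre-mixing / Dosing: 7.94 µM single dose, 0.794% DMSO / Times: enzyme-compound preincubation 30 min, then probe labeling 45 min, 25 °C / Technique: fluorescence polarization (mP), excitation 525 nm, emission 598 nm / Replication: singlicate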
# TNF death inh: inhibitors of TNF-alpha induced necroptosis in Jurkat FADD-/- cells | Jurkat FADD-/- TNF necroptosis rescue, ATP luminescence, 24 h; 0 = TNF only, 100 = no-TNF cells | activation (protection from cell death), % at 10 µM | hit rate 0.068% among 220,000 | AID 463075;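 active means activation, meaning protection from cell death, of at least 50% relative to plate controls; inactive means activation below 50%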;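 further: necroptosis triggered by 40 ng/mL TNF-alpha added together with compound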
# Active calls of the source: *; x = not tested or not shown; & = joins results of further samples. This is a subset. The share of hits here may be higher or lower than overall.
Molecule,Hck Nef HTS,Runt-CBFb FRET,L929 necroptosis,PGE2 EP2 inh,Runt-SMMHC FRET,PERK inh,EP2 mod,RBBP9 inh,TNF death inh
COn1c2c(c3c4nonc4ccc31)CCCC2,2,3,1.5,16,-17,0.6,0,-5,-1.4
O=C(NCc1ccccc1)c1c[nH]c2cc3c(cc2c1=O)OCCO3,2,-5,0.1,9,1,-0.1,-30,0,0.3
Cc1cc(F)ccc1S(=O)(=O)Nc1ccccc1C(=O)Nc1ncn[nH]1,-17,-1,-2.0,13,0,-0.7,28,-7,-0.1
C/C(=C\C(=O)c1ccccc1)Nc1ccc(Cl)c(Br)c1,2,x,0.0,5,x,1.4,x,7,-1.3
CN(C)CC(=O)Nc1ccc(Oc2ccc(Cl)cc2)cc1,1,-1,11,15,3,0.2,-47,-5,4.9
c1ccc(C(c2nnnn2Cc2cccs2)N2CCN(C3CCCC3)CC2)cc1 (stereo not drawn),2,1,-0.1,17,10,-1.4,18,-4,0.8
CN1CC(=O)N/C1=N\C(=O)Nc1ccc2c(c1)N(C)C(=O)CS2,-21,4,0.5,7,-1,0.1,10,-11,0.4
O=C(NCc1ccco1)NC12CC3CC(CC(C3)C1)C2,0,2,-0.8,15,-2,1.0,-8,-9,-0.2
CCc1c(C)nc2ncnn2c1N1CCN(S(=O)(=O)c2ccc(OC)cc2)CC1,22,x,-0.5,14,x,0.5,-30,-3,-4.9
CC(C)=CCC(C)(C)C1OCCN1C(=O)Nc1ccccc1 (stereo not drawn),1,-3,0.7,7,-1,0.6,-10,-6,-1.3
O=C(NC(=S)N1CCN(C/C=C/c2ccccc2)CC1)c1ccco1,22,8,-0.1,4,2,0.0,-14,-5,-0.4
N#C/C(=C\c1ccc(O)c(O)c1)C(=O)NCCCc1ccccc1,29,-1,0.7,13&13,-1,0.4,-32&-27,-8,-17
CCOC(=O)c1cnc(-n2[nH]c(C)cc2=O)[nH]c1=O,2,4,3.0,11,1,2.2,9,3,0.7
O=C(Cn1cnc2ccccc21)N/N=C/c1ccccc1,30,-1,0.3,8,-2,0.4,-33,-4,1.2
CN(C)S(=O)(=O)c1ccc(Nc2nc(C3CC3)nc3c2nnn3Cc2ccccc2Cl)cc1,5,0,1.5,4,0,0.2,-12,5,-5.8
CC(=O)NCCCCCCNC(C)=O,0,0&0,3.3,14,1&-2,1.0&1.5,8,-6&-7,0.5
CCN(CC)S(=O)(=O)N1CCC(C(=O)NC2CCCc3ccccc32)CC1 (stereo not drawn),0,-2,-0.1,7,-7,-0.6,23,-4,-0.4
COc1ccc([N+](=O)[O-])cc1C(=O)Nc1ccc(Cc2ccncc2)cc1,12,-1,26,5,2,-1.2,-67,-2,6.2
O=C(c1cccc(COc2cccc3ccccc23)c1)N1CCCC1,13,-5,-0.6,11,-9,-0.2,24,11,0.0
O=C(CN1CCOCCOCCN(CC(=O)Nc2ccccc2)CCOCC1)Nc1ccccc1,1,0,0.0,3,-1,0.0,16,-7,-0.9
COc1ccccc1N(C)S(=O)(=O)c1ccc(C(=O)OCC(=O)c2c[nH]c3ccccc23)cc1,7,-7,1.6,10,-1,0.9,-16,-5,2.5
O=C(CC12CC3CC(CC(C3)C1)C2)N1CCOCC1,0,0,-0.2,9,1,1.9,-5,-3,-1.6
O=C1c2ccccc2C(=O)N1CCCc1nc2ccccc2c(=O)n1CCCn1ccnc1,-2,-3,-0.2,7,-3,-1.1,19,-10,-6.8
CC(=O)Nc1ccc(C(=O)N2CCCC2)cc1,-1,-1,0.3,11,3,0.7,28,-2,-0.9
COC(=O)c1ccc(NC(=O)CO/N=C2\CCCc3nonc32)cc1,21,-6,2.9,3,-2,0.3,-45,-4,0.6
COc1ccc(C(=O)NC(=O)COC(=O)c2ccc3ncsc3c2)cc1,3,-22,0.7,3,-37,-0.1,1,-2,1.1
CCC1=C(OC(=O)N(CC)CC)N2C(=O)OC(=NCCOC)[C@]2(Cc2ccccc2)[C@H]2C1=CC[C@H]1C(=O)NC(=O)[C@H]12,27,0,0.1,7,2,x,10,x,0.4
Cc1cccc(NC(=S)N(CCN(C)C)C(C)c2ccccn2)c1 (stereo not drawn),-1,-1,-0.1,10,3,-0.1,-9,0,0.6
CCCCCCn1c(CN2CCN(Cc3ccccc3)CC2)nc2c1c(=O)n(C)c(=O)n2C,-1,-3,0.5,6,-3,-1.1,10,-6,-4.0
COc1ccc(Br)cc1CNc1ccc2[nH]c(=O)[nH]c2c1,2,4,-1.0,7,-1,1.3,-9,-1,-8.6
CC(C)(C)c1ccc(NC(=O)COC(=O)C2=COCCO2)cc1,1,-3,0.6,18,-2,2.5,-7,-9,-2.1
Cc1ccc(CSc2nnc(CCCCCNC(=O)OC(C)(C)C)o2)cc1,19,1,-0.2,9,-3,-1.7,17,1,2.5
Cc1ccc(C)c(N2N=C(C(=O)O)CCC2=O)c1,14,1,0.3,13,-1,1.5,8,-1,1.2
CCn1cc(CNC(=O)C2C3CCC(C3)C2C(=O)O)cn1 (stereo not drawn),4,-2,0.1,x,-10,0.4,7,5,0.4
COc1ccc(N2C(=O)CCC(C(=O)NCc3ccccn3)C2c2ccc(F)cc2)cc1 (stereo not drawn),-1,1,-0.6,9,3,0.3,19,-3,0.0
COC(=O)c1sc(N)c(C(=O)OC)c1CSc1nc2sc3c(c2c(=O)n1C)CCC3,9,1,0.3,14,0,0.0,15,-6,2.3
COc1ccc(OC)c(C(=O)c2coc3ccc(OC)cc23)c1,1,0,-0.1,2,-1,-0.2,22,-6,-1.8
Cc1ccc(S(=O)(=O)Nc2c(C)nc3nc[nH]n3c2=O)c(C)c1,16,-1,9.6,6,1,0.7,25,-4,0.7
Cn1c(SCCN2CCCCC2)nnc1-c1ccccc1Br,1,0,0.2,4&11,-4,-0.3,-8&22,-4,-0.5
COC(=O)c1cc(C(=O)Nc2nnc(CC(C)C)s2)cc([N+](=O)[O-])c1,2,0,1.3,8,2,1.3,15,-10,1.7
CCOC(=O)c1c(-c2ccc(C)o2)csc1N,1,0,1.9,9,-20,0.5,26,-7,-0.2
N#C/C(=C\c1ccc[nH]1)Sc1nc2ccccc2s1,2,1,1.4,15,4,0.8,-24,1,3.9
COc1ccc(NS(=O)(=O)c2ccc(NC(=O)c3ccccc3Br)cc2)nn1,18,0,25,15,3,0.2,15,-6,-0.7
COc1cc(/C=C/C(=O)Nc2nnc(CC(C)(C)C)s2)cc(OC)c1OC,7,35,-0.4,4,-5,0.6,-22,-2,0.7
N#Cc1c(NC(=O)C2CC(c3c(F)cccc3Cl)=NO2)sc2c1CCC2 (stereo not drawn),2,2,1.8,10&7,-3,0.8,-17&9,-3,0.5
Oc1cccc2c(NC(=S)Nc3ccc(SC(F)F)cc3)cccc12,13,27,2.4,38,4,0.9,-72,2,0.6
Cc1cc(C(=O)COC(=O)c2cc(O)c3ccccc3c2O)c(C)n1CC1CCCO1 (stereo not drawn),93*,4,1.0,16,-30,0.2,-27,9,-4.0
COCCOC(=O)c1c(C)nc(SCC(=O)Nc2cccc3ccccc23)c(C#N)c1-c1ccco1,-2,0,-0.9,16,0,-2.4,-8,-6,-0.8
Cc1csc(NC(=O)c2nc3nccc(C)n3n2)n1,0,-1,0.7,12,-1,-1.0,11,-13,-1.8
COc1cccc(NC(=O)c2nc3nc(C)cc(C(F)F)n3n2)c1,23,1,1.3,5&2,-2,1.0,10&-34,-7,2.5
O=C(CCC(=O)NNC(=O)Nc1ccc(Cl)cc1)NCc1ccccc1,1,-2,0.0,7,0,0.8,19,-4,-2.1
CC(C)(C)NC(=O)Cn1nc(C(F)(F)F)c2c1CCCC2,20,-2,0.1,5,1,-0.1,-12,-6,-0.7
Cn1cccc1Cc1nnc(SCC(=O)Nc2ccc(F)cc2)n1-c1ccc(F)cc1,21,4,1.2,8,4,-0.4,-9,-1,0.1
CCN(CC)S(=O)(=O)c1ccc(Cl)c(C(=O)Nc2ccc(Cl)cc2[N+](=O)[O-])c1,9,-2,1.2,7,-2,-0.4,-22,5,-0.4
O=C(CSc1nc2c(c(=O)n1-c1ccc(Cl)cc1)SCC2)NCC1CCCO1 (stereo not drawn),0,1,-0.5,x,2,-0.6,3,-1,-0.1
S=C1CSc2ccccc2N1,25,53*,6.4,7,12,1.2,-3,-6,0.1
CCc1nc(NCCCn2ccnc2)c2oc3ccccc3c2n1,1,-1,0.4,11,-1,-1.6,-15,-3,-5.1
Cc1ccc(S(=O)(=O)N(CC(=O)NN=C2CCN(C)CC2)c2ccc(C(C)C)cc2)cc1,6,-3,-0.4,6,-33,-0.2,12,-6,0.3
CC(C)Oc1ccc(C(=O)N(Cc2ccco2)C2CCS(=O)(=O)C2)cc1 (stereo not drawn),0,2,-0.1,13,-2,-0.5,-9,-1,-1.4
N#Cc1cccc(C#N)c1Oc1ccc(S(=O)(=O)Nc2ccccc2)cc1,20,4,-0.5,4,-5,0.2,-31,-2,-3.0

# 5 compounds picked at random from the list so far:
Molecule,Hck Nef HTS,Runt-CBFb FRET,L929 necroptosis,PGE2 EP2 inh,Runt-SMMHC FRET,PERK inh,EP2 mod,RBBP9 inh,TNF death inh
COc1ccc(N2C(=O)CCC(C(=O)NCc3ccccn3)C2c2ccc(F)cc2)cc1 (stereo not drawn),-1,1,-0.6,9,3,0.3,19,-3,0.0
O=C(CN1CCOCCOCCN(CC(=O)Nc2ccccc2)CCOCC1)Nc1ccccc1,1,0,0.0,3,-1,0.0,16,-7,-0.9
CC(=O)Nc1ccc(C(=O)N2CCCC2)cc1,-1,-1,0.3,11,3,0.7,28,-2,-0.9
Cc1cccc(NC(=S)N(CCN(C)C)C(C)c2ccccn2)c1 (stereo not drawn),-1,-1,-0.1,10,3,-0.1,-9,0,0.6
O=C(NCc1ccco1)NC12CC3CC(CC(C3)C1)C2,0,2,-0.8,15,-2,1.0,-8,-9,-0.2
